# Screening results from PubChem BioAssay.
# yeast cln2 rad14 = NCI yeast anticancer drug screen, S. cerevisiae cln2 rad14 strain; % growth inhibition at 50 µM; actives 8.3% (n = 78,000);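 note: 0% = growth of vehicle-only cultures of the same strain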
#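 Growth inhibition, relative to vehicle-treated controls, is the read-out. The test organism is a yeast strain with defined genetic alterations, cln2 rad14.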
# mlh1 rad18 = NCI yeast anticancer drug screen, S. cerevisiae mlh1 rad18 strain; growth inhibition, % at 50 µM; actives 11% (n = 79,000); AID 175;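 note: 0% = growth of vehicle-only cultures of the same strain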
#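 Cells of a genetically altered yeast strain, deficient in DNA damage repair, were treated with compound. Their growth was then compared with that of vehicle-treated cultures to give inhibition.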
# yeast mec2-1 = NCI yeast anticancer drug screen, S. cerevisiae mec2-1 strain | actives 9% (n = 79,000) | growth inhibition, % at 50 µM | AID 157;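 note: 0% = growth of vehicle-only cultures of the same strain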
#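 Cells of the genetically defined mec2-1 yeast strain are incubated with test compound. Inhibition of growth is calculated against vehicle-treated controls.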
# rad50 = NCI yeast anticancer drug screen, S. cerevisiae rad50 strain; % growth inhibition at 50 µM; actives 10% (n = 79,000); AID 155;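 note: 0% = growth of vehicle-only cultures of the same strain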
#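 Relative growth inhibition (compound vs vehicle) was measured in yeast with a defined repair-gene alteration.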
# sgs1 mgt1 = NCI yeast anticancer drug screen, S. cerevisiae sgs1 mgt1 strain. growth inhibition, % at 50 µM. actives 10% (n = 78,000). AID 161;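 note: 0% = growth of vehicle-only cultures of the same strain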
#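 Growth of a repair-deficient yeast mutant was monitored after compound treatment and expressed as inhibition relative to vehicle-treated cultures.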
# yeast bub3 = NCI yeast anticancer drug screen, S. cerevisiae bub3 mutant strain. % growth inhibition at 50 µM. AID 167. actives 9.9% (n = 78,000);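 note: 0% = growth of vehicle-only cultures of the same strain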
#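 Inhibition values come from growth of compound-treated mutant yeast normalised to vehicle-treated controls.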
# Active calls of the source: *; . = not tested or not shown; & = joins results of further samples. Cut-off read from the data, not from the text of the source: active = growth inhibition above about 70%; inactive = the rest.
entry	SMILES	yeast cln2 rad14	mlh1 rad18	yeast mec2-1
1	CN1C(=O)NC(=O)C1(C)C=O (centres undefined)	6	-12	1
2	Cn1cnc2ncnc(Nc3ccc(Cl)cc3)c21	-24	-6	-16
3	CCCCCCCCCCCCCCCCOP(=O)(O)OCC(NC(C)=O)C(=O)O (centres undefined)	99*	99*	99*
4	Cc1cc(C(=O)O)c(C#N)c(=O)n1C	-14	9	5
5	Cl[Si]1(Cl)Oc2ccccc2O[Si](Cl)(Cl)Oc2ccccc2O1	29	10	11
6	O=C(NC12CC3CC(CC(C3)C1)C2)C(O)C(O)C(O)C(O)CO (centres undefined)	1	3	-2
7	COc1cc(C(=O)O[C@H]2CCC3CCC2N3C)cc(OC)c1OC (some centres undefined)	-9	-47	-32
8	OC(CCN1CCOCC1)c1ccc(Sc2ccccc2)cc1 (centres undefined)	67	97*	99*
9	CN(C)N=C1C=CC(C)(C(Cl)(Cl)Cl)C=C1 (centres undefined)	-26	20	1
10	Cc1cc(=O)[nH]c2cc(O)c(C(=O)O)cc12	-55	-8	4
11	CC(Cc1ccccc1)c1ccccc1 (centres undefined)	3	2	16
12	CCSc1n[nH]c(=O)nc1NN	-60	-3	-4
13	CC(=O)C1Cc2ccccc2C1=O (centres undefined)	-13	72*	42
14	COCNC(=S)c1ccc(C(N)=O)nc1C(=O)NC(C)(C)C	-3	31	0
15	CC1CC=C(C(O)C(C)C)C1 (centres undefined)	-12	-1	6

entry	rad50	sgs1 mgt1	yeast bub3
1	3	-3	11
2	5	4	10
3	99*	99*	100*
4	-2	-13	-12
5	16	8	4
6	-17	20	6
7	-46	-4	-4
8	98*	99*	99*
9	25	22	6
10	-3	0	2
11	16	11	0
12	0	-28	-19
13	-9	41	9
14	16	6	-6
15	0	-3	4

# Carrying on.
entry	SMILES	yeast cln2 rad14	mlh1 rad18	yeast mec2-1
16	COc1ccc(CCO)cc1	-10	-33	-36
17	S=C1Nc2ccccc2C2CC=NN12 (centres undefined)	-30	29	-4
18	Cc1ccc(/C=C/C(=O)C(C)CN(C)C)cc1 (centres undefined)	21	40	29
19	Cc1nc(N=C(N)N)nc2ccc3ccccc3c12	35	70	38
20	OCCN(Cc1cccnc1)Cc1ccccn1	.	11	-9
21	COc1cccc(CC2N(S(=O)(=O)c3ccc(C)cc3)CCC23C(=O)Nc2ccccc23)c1OC (centres undefined)	39	92*	69
22	CC(=O)Nc1ccc[n+](CC(=O)c2ccc(F)cc2)c1	-43	9	1
23	CC(C)(C)c1ccccc1OC(=O)Nc1ccc(F)cc1	-14	-4	7
24	COC(=O)CCNC(C(=O)O)C(C)(C)SCCC(=O)OC (centres undefined)	24	-20	-19
25	COc1ccc(C2c3cc(OC)c(OC)cc3C(Cc3ccc([N+](=O)[O-])cc3)C2c2ccc([N+](=O)[O-])cc2)cc1OC (centres undefined)	16	7	20
26	CN(Cc1ccc(Cl)cc1)C(=O)NCCCCCCNC(=O)N(C)Cc1ccc(Cl)cc1	96*	97*	97*
27	C[C@H](CCC1=NCCN1)[C@H]1CC[C@H]2[C@@H]3[C@H](O)C[C@@H]4C[C@H](O)CC[C@]4(C)[C@H]3CC[C@]12C	91*	91*	93*
28	CCCCc1ccc2nc(NC(=O)OC)[nH]c2c1	29	11	22
29	Cc1cc(C)c(C(=O)Oc2ccc3ccccc3c2)c(C)c1	-17	-20	1
30	CN(C)c1ccc(/C=c2\sc3nc4ccccc4n3c2=O)cc1	-15	-21	-32

entry	rad50	sgs1 mgt1	yeast bub3
16	1	-16	-31
17	-2	11	-45
18	27	41	-7
19	81*	65	64
20	6	.	.
21	92*	82*	81*
22	-9	4	-5
23	4	7	19
24	-19	-8	24
25	11	-4	23
26	97*	96*	96*
27	92*	92*	92*
28	-4	14	22
29	2	11	-8
30	-9	-13	-16

# In another format: seven of the compounds above
10	Cc1cc(=O)[nH]c2cc(O)c(C(=O)O)cc12
11	CC(Cc1ccccc1)c1ccccc1 (centres undefined)
12	CCSc1n[nH]c(=O)nc1NN
13	CC(=O)C1Cc2ccccc2C1=O (centres undefined)
14	COCNC(=S)c1ccc(C(N)=O)nc1C(=O)NC(C)(C)C
15	CC1CC=C(C(O)C(C)C)C1 (centres undefined)
16	COc1ccc(CCO)cc1
entry no. | 10 | 11 | 12 | 13 | 14 | 15 | 16
yeast cln2 rad14 | -55 | 3 | -60 | -13 | -3 | -12 | -10
mlh1 rad18 | -8 | 2 | -3 | 72* | 31 | -1 | -33
yeast mec2-1 | 4 | 16 | -4 | 42 | 0 | 6 | -36
rad50 | -3 | 16 | 0 | -9 | 16 | 0 | 1
sgs1 mgt1 | 0 | 11 | -28 | 41 | 6 | -3 | -16
yeast bub3 | 2 | 0 | -19 | 9 | -6 | 4 | -31

# (further entries)
entry	SMILES	yeast cln2 rad14	mlh1 rad18	yeast mec2-1
31	CSC(=O)/N=C(\N)NC(=O)c1ccccc1	12	-2	0
32	CCCCCC(=O)NNc1ccccc1	78*	91*	43
33	O=C(C[n+]1ccccc1)c1cc2c(c3ccccc13)CCCC2	21	20	-3
34	COC(=O)c1cc(C)n(C)c(=O)c1CNS(=O)(=O)c1ccccc1	-8	-33	-13
35	COc1ccc(N2C(=O)CC(Sc3ccccc3N)C2=O)cc1 (centres undefined)	.	-27	-44
36	COc1cc(C=O)c(-c2cc(OC)c(OC)cc2C=O)cc1OC	0	-2	-7
37	[Cl][Pt+2][Cl].[NH-]CC1([NH-])CCCCC1	-3	-32	14
38	COc1ccc(CC(O)CN2CCOCC2)cc1 (centres undefined)	-27	-7	-6
39	CCOC(=O)C1=NN(c2ccccc2)C(C(N)=O)C1 (centres undefined)	-2	18	-8
40	CC(=O)Nc1nc(NC(C)=O)c2nc(CCN(C)c3ccc(C(=O)O)cc3)cnc2n1	-5	2	-18
41	CC(C)c1cccc(C(C)C)c1NC1=CC(=O)C(=O)c2ccccc21	0	-8	14
42	Cc1ccc(N=C(N)NC#N)cc1	17	-8	-46
43	Cn1cnc2c(=O)[nH][nH]c(=O)c21	-9	25	-13
44	CN1CCN(CC(C(=O)O)(c2ccccc2)c2ccccc2)CC1	14	-13	5
45	CC(=O)[C-](C(C)=O)c1ccccc1.CC(=O)[C-](C(C)=O)c1ccccc1.CC(=O)[C-](C(C)=O)c1ccccc1.[Cl-].[Zr+4]	.	2	29

entry	rad50	sgs1 mgt1	yeast bub3
31	8	-6	-1
32	85*	80*	83*
33	3	36	-5
34	-24	-16	-9
35	-40	.	.
36	6	-9	-12
37	-10	-20	-6
38	-12	-10	-21
39	-28	11	14
40	-9	-6	-41
41	-7	-17	5
42	-12	-27	-34
43	3	-1	-7
44	-2	-17	60
45	27	0	15

# Compound profiles (already shown):
# O=C(C[n+]1ccccc1)c1cc2c(c3ccccc13)CCCC2 is entered as yeast cln2 rad14 = 21; mlh1 rad18 = 20; yeast mec2-1 = -3; rad50 = 3; sgs1 mgt1 = 36; yeast bub3 = -5
# Cn1cnc2ncnc(Nc3ccc(Cl)cc3)c21 is entered as yeast cln2 rad14 = -24; mlh1 rad18 = -6; yeast mec2-1 = -16; rad50 = 5; sgs1 mgt1 = 4; yeast bub3 = 10

# A few values from the list:
# Reading for compound 40 under mlh1 rad18: 2
# Reading for compound 33 under sgs1 mgt1: 36
# Reading for compound 35 under yeast mec2-1: -44

# 2 of these compounds in a different format.
cpd	canonical_smiles	yeast cln2 rad14	mlh1 rad18	yeast mec2-1	rad50	sgs1 mgt1	yeast bub3
41	CC(C)c1cccc(C(C)C)c1NC1=CC(=O)C(=O)c2ccccc21	0	-8	14	-7	-17	5
44	CN1CCN(CC(C(=O)O)(c2ccccc2)c2ccccc2)CC1	14	-13	5	-2	-17	60

# More entries:
entry	SMILES	yeast cln2 rad14	mlh1 rad18	yeast mec2-1
46	O=C(CN1CCCCC1)NC(=O)N(/N=C/c1ccco1)c1ccccc1	5	28	14
47	O/N=C1/C(=C/c2ccc(Cl)cc2)CCCC1C(NO)c1ccc(Cl)cc1 (centres undefined)	13	-2	-32
48	CN(C)CCOC1(CC2CCCCC2)CCC(C(C)(C)C)CC1 (centres undefined)	99*	99*	99*
49	O=c1[nH]cccc1CC(O)(c1ccccc1)c1ccccc1	-13	16	-9
50	COc1cc(C2C(Cl)C(=O)N2NC(=O)c2ccccc2O)cc(OC)c1OC (centres undefined)	35	79*	71*
51	CCC1N(C)CCCN1C	1	7	-3
52	C[n+]1ccccc1/C=C/c1csc2ccccc12	-12	-4	5
53	Nc1ncnc2c1ccn2COCCO	-44	-4	2
54	CC1(C)CC(=O)C2(CNC3=C(CCC(C)(C)C3)C2)C(=O)C1	-9	6	-22
55	CCCCCC(=O)OCCCc1ccccc1	-13	-7	3
56	Cc1nn(-c2ccccc2)c(/C=C2\C(=O)C=NN2c2ccccc2)c1O	6	-4	23
57	Cc1ccnc(NS(=O)(=O)c2ccc(Nc3c4ccccc4nc4ccccc34)cc2)n1	36	38	71*
58	O=C1CCCCC1CN(Cc1ccccc1)Cc1ccccc1 (centres undefined)	20	12	-18
59	CN(C)c1ccc(C=O)cc1[N+](=O)[O-]	-32	-6	6
60	[N-]=[N+]=NC1CC(n2ccc(=O)[nH]c2=O)OC1CO (centres undefined)	-14	-7	-22

entry	rad50	sgs1 mgt1	yeast bub3
46	8	16	44
47	-26	7	-12
48	99*	99*	99*
49	17	-6	-9
50	76*	79*	81*
51	9	10	1
52	-1	5	-1
53	-8	5	-12
54	-4	-16	-25
55	29	0	19
56	4	11	4
57	85*	78*	76*
58	-46	-3	-27
59	3	-11	-7
60	-17	3	-13

# Continuation.
entry	SMILES	yeast cln2 rad14	mlh1 rad18	yeast mec2-1
61	CCCCOC1CCCCO1 (centres undefined)	6	9	-17
62	Cc1ccc2c(c1)SCc1c-2[nH]c2ccccc12	89*	93*	95*
63	CCCCOC(=O)/C(=C\c1ccc(OC(C)=O)c(OC)c1)NC(=O)c1ccccc1	-10	-6	8
64	Cc1ccc(=O)[nH]n1	-29&-8	-20&4	-16&-22
65	O=C1Nc2cc([N+](=O)[O-])c(Br)cc2C1=O	15	12	27
66	Cc1cccc(NC(=O)Oc2ccc3c(C)cc(=O)oc3c2)c1	6	-4	9
67	O=C(c1ccccc1)c1c(C(=O)c2ccccc2)c(-c2ccccc2)c2c(-c3ccccc3)sc(-c3ccccc3)c2c1-c1ccccc1	-44	-16	-1
68	CCc1nc2ccc(N=Nc3c(O)ccc4ccccc34)cc2[nH]1	92*	90*	93*
69	Cc1ccc2nc(NC(=S)S)sc2c1	4	13	4
70	c1ccc(-c2c3ccccc3c(-c3ccccc3)c3c(-c4ccccc4)c4ccccc4c(-c4ccccc4)c23)cc1	-5	-9	2
71	CC1(C)CC2(Nc3ccccc3N2)C2=C(O1)C(=O)OC2	-1	-11	-8
72	N#C/C(=C\c1ccc(Cl)cc1)C(=O)c1ccccc1	21	23	13
73	NC(=O)Cc1ccccn1	-8	1	-3
74	O=C(O)CSCc1nc2ccccc2[nH]1	.	42	-16
75	CN(C)/N=C\c1cccc2ccccc12	-76	-5	2

entry	rad50	sgs1 mgt1	yeast bub3
61	7	-8	5
62	93*	95*	92*
63	5	-2	15
64	-32&-3	-18&-10	-28&-16
65	22	1	6
66	2	0	6
67	-13	-17	2
68	89*	93*	92*
69	11	10	10
70	10	-8	-4
71	9	-19	-6
72	9	30	7
73	5	3	5
74	-11	.	.
75	13	5	-11

# New compounds follow:
entry	SMILES	yeast cln2 rad14	mlh1 rad18	yeast mec2-1
76	Cc1ccccc1Nc1n[nH]c(=S)s1	.	33	18
77	O=C(O)c1cc([N+](=O)[O-])c2c(c1)P(=O)(O)c1cc(C(=O)O)cc([N+](=O)[O-])c1O2	4&6	8&14	3&-1
78	c1ccc(N=c2cnc3c(ccc4ccccc43)o2)cc1	99*	97*	95*
79	O=C1C(Cl)=C(Cl)C(=O)C2=C1CC(Cl)C(Cl)C2 (centres undefined)	99*	99*	99*
80	CCCCC(O)C(C)(C)C (centres undefined)	7	7	-9
81	c1ccc2cc3c(cc2c1)cc1c2ccccc2c2cccc4ccc3c1c42	-26	4	0
82	C/C=C\c1ccc(OCCOC(C)=O)c(OC)c1	-28	-16	-14
83	CC(C)(O)Cc1ccccc1Cl	-13	27	12
84	COc1ccc(/C(O)=C/c2nc3ccc([N+](=O)[O-])cc3[nH]c2=O)cc1	81*	91*	50

entry	rad50	sgs1 mgt1	yeast bub3
76	46	.	.
77	11&20	5&8	-2&-1
78	93*	94*	79*
79	99*	99*	99*
80	2	4	10
81	0	6	6
82	12	-3	-10
83	23	5	7
84	79*	93*	27
